Compound activity (PubChem BioAssay)
EBNA-1 inh: blocks EBNA-1 binding to DNA. inhibition, % at 14.8 µM. EBNA-1 DNA binding, fluorescence polarization. 0.34% of 300,000 active; in the data active = inhibition above about 28%
ZTA counter: counter-screen for EBNA-1 inhibitors: inhibitors of Epstein-Barr virus ZTA | ZTA-DNA binding, fluorescence polarization | inhibition, % at 11 µM | 0.15% of 320,000 active | AID 2234; in the data active = inhibition above about 33%
Target sequence (P03206 whole entry, looked up): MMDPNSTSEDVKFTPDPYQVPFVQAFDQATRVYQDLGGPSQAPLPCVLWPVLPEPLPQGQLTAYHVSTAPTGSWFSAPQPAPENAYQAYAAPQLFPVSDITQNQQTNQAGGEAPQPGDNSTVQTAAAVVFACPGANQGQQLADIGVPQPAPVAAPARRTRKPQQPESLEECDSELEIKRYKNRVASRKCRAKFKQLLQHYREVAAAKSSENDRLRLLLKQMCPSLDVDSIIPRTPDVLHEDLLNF
PP1 inh: blocks human PP1-alpha phosphatase, a PP5 counter-screen | P62136 | purified PP1alpha, OMFP fluorescence | inhibition, % at 6.7 µM | 0.9% of 320,000 active;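 active = inhibition above the mean inhibition of all tested compounds plus 3 SD, computed separately for each screening campaign, cut at about 15% in these data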
Target sequence (P62136 whole entry, looked up): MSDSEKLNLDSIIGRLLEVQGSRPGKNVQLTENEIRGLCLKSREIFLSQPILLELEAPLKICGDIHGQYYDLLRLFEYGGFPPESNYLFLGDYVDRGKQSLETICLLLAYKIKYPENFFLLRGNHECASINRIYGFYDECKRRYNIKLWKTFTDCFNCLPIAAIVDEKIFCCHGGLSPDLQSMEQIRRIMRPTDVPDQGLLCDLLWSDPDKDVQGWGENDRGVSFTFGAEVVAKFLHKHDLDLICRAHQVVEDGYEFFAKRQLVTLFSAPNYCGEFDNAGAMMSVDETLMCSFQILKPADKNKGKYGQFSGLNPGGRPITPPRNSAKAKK
TPT1 inh: inhibitors of Candida albicans tRNA 2'-phosphotransferase TPT1 | recombinant caTPT1, FP RNA substrate dephosphorylation | 0.81% of 300,000 active | AID 1962 | inhibition, % at 5 µM;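 active = inhibition above the mean of all tested compounds plus 3 SD, set per screening campaign, cut at about 24% in these data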;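 also: plate controls were DMSO alone for no effect and ferristatin control at 100 nM for full effect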
PREPL inhibitor: human PREPL enzyme inhibition | 0.68% of 320,000 active | recombinant PREPL, fluorescence polarization activity-based probe | inhibition, % at 5.96 µM | AID 2751 | Q4J6C6; in the data active = inhibition above about 43%;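 also: 0% = enzyme with DMSO and 100% = wells lacking enzyme; many of its hits are not listed in these tables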
PP5 inh: PP5 (human) phosphatase inhibition. P53041. purified PP5c, OMFP substrate fluorescence. inhibition, % at 6.7 µM. 0.18% of 320,000 active. AID 1987;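 active = inhibition above the campaign's mean inhibition across all tested compounds plus 3 SD, cut at about 9.5% in these data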;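 also: 0% = DMSO only and 100% = 100 µM cantharidin control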
Target sequence (P53041 whole entry, looked up): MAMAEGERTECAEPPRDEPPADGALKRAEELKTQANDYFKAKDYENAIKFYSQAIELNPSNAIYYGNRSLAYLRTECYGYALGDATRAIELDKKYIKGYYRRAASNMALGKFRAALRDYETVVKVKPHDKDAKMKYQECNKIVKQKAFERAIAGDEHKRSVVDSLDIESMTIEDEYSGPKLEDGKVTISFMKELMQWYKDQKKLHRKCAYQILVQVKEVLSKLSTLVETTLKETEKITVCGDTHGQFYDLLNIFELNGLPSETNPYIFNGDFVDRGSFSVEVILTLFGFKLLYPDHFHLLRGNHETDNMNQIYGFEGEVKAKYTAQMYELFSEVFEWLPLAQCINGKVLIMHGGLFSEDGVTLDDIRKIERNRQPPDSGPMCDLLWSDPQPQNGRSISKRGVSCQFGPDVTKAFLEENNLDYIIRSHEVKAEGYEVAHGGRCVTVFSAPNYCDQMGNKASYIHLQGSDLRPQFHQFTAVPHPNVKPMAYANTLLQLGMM
Efflux pump inh: antifungal efflux pump inhibition, Nile Red retention; S. cerevisiae Candida pump triplex; inhibition, % at 10 µM; 0.44% of 330,000 active;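 active = plate passing quality check with inhibition over a set limit, or well fluorescence over plate mean plus 4 SD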;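 also: Nile Red retained in pooled yeast measured as flow cytometry median fluorescence; 0% = buffer negative control and 100% = Enniatin B positive control; higher means more Nile Red kept so more efflux inhibition; some compounds called inactive have numbers as strong as hits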
core dimer inh: blocks dimerization of HCV core protein | TR-FRET GST/Flag-core106 dimerization, 1536-well | inhibition, % at 5 µM | 0.33% of 300,000 active;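 active = inhibition above the mean of all tested compounds plus 3 SD, set per screening campaign, cut at about 45% in these data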
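assay system = GST-tagged and Flag-tagged HCV core protein residues 1-106 | controls = unlabelled core106 and no-GST-core106 wells | incubation = compound-protein-antibody incubation 4 h at 22.5 °C | probe or stimulus = Eu donor and XL665 acceptor anti-tag antibodies | read-out = % inhibition based on acceptor/donor emission ratio | signal = TR-FRET 671 and 617 nm emission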
CTSL1 counter: cathepsin L1 inhibition, PFM18AAP counter-screen | recombinant F. hepatica cathepsin L1, Z-Leu-Arg-MCA fluorescence | inhibition, % at 5.96 µM | 0.49% of 300,000 active | AID 1906;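 active = inhibition above the mean of all tested compounds plus 3 SD, set per screening campaign, cut at about 17% in these data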;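 also: 0% = plate median of test compound wells and 100% = 1 µM Z-Phe-Ala-diazomethylketone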
* marks the source's active call; other numbers are inactive results; · = not tested or not shown.

SMILES | EBNA-1 inh | ZTA counter | PP1 inh | TPT1 inh | PREPL inhibitor | PP5 inh | Efflux pump inh | core dimer inh | CTSL1 counter
Cc1ccc(NC(=S)N/N=C/c2ccc(OCCC(C)C)cc2)c(C)c1 | 1.9 | -4.8 | 6.9 | 1.1 | 9.5 | 4.7 | 0.0 | 3.9 | 1.9
COc1cccc(C(=O)NCCCNC(=O)c2ccco2)c1 | -14.7 | -10.2 | -1.9 | 1.3 | 2.3 | 3.3 | 0.1 | -2.0 | 0.5
COc1ccc(C(=O)N/C(=C\c2cn(C)c3ccccc23)C(=O)OCC(C)C)cc1 | 3.5 | -11.2 | 2.3 | -1.1 | 12.5 | 0.5 | 0.1 | 4.3 | 6.8
S=C(Nc1cccnc1)Nc1ccccc1Br | 0.8 | 5.9 | -1.8 | 0.4 | 6.7 | 0.1 | 0.1 | 4.6 | -0.3
N=c1c2c3c(sc2nc2n1CCC2)CCCC3 | -2.7 | 8.2 | 3.4 | -1.3 | 4.1 | 7.1 | 0.0 | -0.5 | 0.1
CC(C)(C)OC(=O)NCCCCC1=CC2=CC(=O)C(C)(O)C(=O)C2=CO1 (stereo not given) | 7.3 | 2.5 | 13.9 | 4.2 | -1.4 | 3.3 | · | 4.9 | 0.8
Cc1c(C(=O)N2CCCCC2)sc(N)c1C#N | -2.2 | 3.1 | -10.2 | -7.6 | 6.5 | 1.4 | 0.3 | -4.4 | -3.0
COC(=O)c1sc(NC(=O)COc2ccccc2C)nc1C | 8.8 | 16.5 | -4.7 | 2.8 | 5.5 | -1.6 | -0.1 | 2.5 | -1.7
Cc1cc(C)n(S(=O)(=O)c2ccccc2)n1 | 5.7 | 3.2 | 0.4 | 0.3 | -7.9 | 2.8 | 0.1 | -0.8 | 2.4
CC(C)(C)n1nnnc1C(c1cccs1)N1CCN(C(=O)c2ccco2)CC1 (stereo not given) | -13.1 | 5.7 | 2.1 | -0.3 | 15.0 | -3.3 | 0.3 | -3.4 | -4.9
COc1ccc(N(Cc2cc3cc(C)ccc3[nH]c2=O)C(C)=O)cc1 | -6.0 | -0.9 | 3.8 | 1.3 | -12.3 | 2.5 | 0.1 | 1.0 | 4.0
CCn1c(SCC(=O)Nc2cc(C)on2)nnc1-c1ccc(C)cc1 | -12.4 | -9.7 | -0.7 | -0.4 | 9.0 | -1.4 | -0.5 | -10.3 | 5.8
O=C(CCn1ccc2ccccc21)NC1CCCc2ccccc21 (stereo not given) | -0.7 | 7.2 | -0.6 | 6.1 | 11.2 | 0.3 | 0.3 | 17.2 | 2.6
COc1cc(C(=O)O/N=C(\N)c2ccc([N+](=O)[O-])cc2)cc(OC)c1OC | 1.9 | 10.4 | -1.9 | 2.1 | -2.3 | -2.4 | 0.0 | 5.9 | 2.2
CCOC(=O)c1cc(NC(=O)c2c(C)noc2C)cc(C(=O)OCC)c1 | 6.1 | -9.8 | -0.5 | -5.6 | 5.7 | 0.7 | 0.0 | -5.2 | 1.3
COc1ccc(S(=O)(=O)N2CCCCC2)cc1NC(=O)c1cc(C)on1 | -1.8 | -31.8 | -2.5 | 0.7 | 14.2 | 2.0 | 0.1 | 1.1 | -2.4
Cc1cccc(N2CCN(S(=O)(=O)c3ccc4c(c3)CCCN4C(=O)C3CCC3)CC2C)c1 (stereo not given) | 6.5 | 0.0 | 0.5 | -3.4 | -93.8 | 1.1 | 0.0 | 18.0 | -4.0
COC(=O)[C@@H](Cc1ccccc1)NC(=O)NCCc1ccccc1 | -1.5 | -2.3 | -2.5 | 0.3 | -3.9 | 0.9 | -0.1 | -1.0 | -1.3
COc1cccc(-c2cc(C(=O)Nc3ccc(N(C)C(C)=O)cc3)c3cc(Br)ccc3n2)c1 | 0.7 | 6.8 | 3.8 | -3.6 | -9.9 | 2.3 | 0.1 | 34.7 | -1.0
Cc1ccc(Cl)cc1NC(=O)CN1CCN(S(=O)(=O)N2CCOCC2)CC1 | -4.1 | -13.3 | 3.9 | 2.7 | 6.4 | 0.8 | -0.1 | -17.7 | 1.7
CCOC(=O)c1c(NC(=O)c2ccc(N3C(=O)C4C5C=CC(C5)C4C3=O)cc2)sc2c1CCCC2 (stereo not given) | -15.2 | -4.3 | 0.5 | 2.1 | 3.0 | 2.5 | 0.5 | 1.0 | 0.1
CC(OC(=O)CCc1nc2ccccc2c(=O)[nH]1)C(=O)Nc1ncc(Cl)cc1Cl (stereo not given) | -2.8 | -4.5 | -2.2 | 5.8 | 3.7 | 0.8 | 0.5 | 3.1 | 1.6
N#CC1=C2SCN(c3ccccc3)CN2C(=O)CC1c1c(Cl)cccc1Cl (stereo not given) | 11.3 | 14.4 | -0.3 | 2.5 | -3.1 | -0.6 | -0.1 | 11.5 | -1.0
Cc1noc(C)c1C(=O)OCC(=O)Nc1ccccc1Oc1ccccc1 | 6.1 | -10.7 | -3.3 | -0.4 | 10.9 | 1.6 | 0.0 | -1.2 | -2.9
NC(=O)c1nsc(C(=O)N(CCCN2CCOCC2)C(C(=O)NC2CCCCC2)c2ccc(Cl)cc2)c1N (stereo not given) | -4.3 | -23.7 | 0.3 | 1.4 | 12.1 | 0.3 | 0.1 | -10.1 | -2.0

Some of the entries so far, as labelled records.
compound: Cc1cc(C)n(S(=O)(=O)c2ccccc2)n1
- EBNA-1 inh = 5.7
- ZTA counter = 3.2
- PP1 inh = 0.4
- TPT1 inh = 0.3
- PREPL inhibitor = -7.9
- PP5 inh = 2.8
- Efflux pump inh = 0.1
- core dimer inh = -0.8
- CTSL1 counter = 2.4
compound: CC(C)(C)n1nnnc1C(c1cccs1)N1CCN(C(=O)c2ccco2)CC1 (stereo not given)
- EBNA-1 inh = -13.1
- ZTA counter = 5.7
- PP1 inh = 2.1
- TPT1 inh = -0.3
- PREPL inhibitor = 15.0
- PP5 inh = -3.3
- Efflux pump inh = 0.3
- core dimer inh = -3.4
- CTSL1 counter = -4.9
compound: COc1ccc(N(Cc2cc3cc(C)ccc3[nH]c2=O)C(C)=O)cc1
- EBNA-1 inh = -6.0
- ZTA counter = -0.9
- PP1 inh = 3.8
- TPT1 inh = 1.3
- PREPL inhibitor = -12.3
- PP5 inh = 2.5
- Efflux pump inh = 0.1
- core dimer inh = 1.0
- CTSL1 counter = 4.0

Carrying on.
SMILES | EBNA-1 inh | ZTA counter | PP1 inh | TPT1 inh | PREPL inhibitor | PP5 inh | Efflux pump inh | core dimer inh | CTSL1 counter
CC(=O)OC(COc1cccc(C)c1)Cn1cnc2ccccc21 (stereo not given) | 5.2 | -10.9 | -3.1 | -2.2 | 4.8 | 3.1 | 0.0 | 0.5 | -2.8
COC(=O)c1ccc(COC(=O)CCc2nc(-c3ccccc3)c(-c3ccccc3)o2)cc1 | 3.3 | 16.1 | 0.7 | 1.3 | 16.1 | 2.1 | -0.1 | 7.7 | 4.6
Cc1cccc(NC(=O)c2cccc(Cn3cc(Br)c([N+](=O)[O-])n3)c2)c1C | -6.5 | -5.7 | 0.6 | -7.0 | 7.2 | 2.0 | -0.1 | 2.4 | 3.7
CCNC(=O)COC(=O)c1cc(S(=O)(=O)N2CCCc3ccccc32)ccc1Cl | -14.8 | -10.6 | 2.5 | 1.1 | 12.3 | 0.9 | -0.1 | -0.2 | 0.6
CCn1nnnc1SCC(=O)NCc1ccco1 | -7.5 | -22.2 | 0.3 | -1.0 | -3.8 | 1.2 | 0.0 | -5.1 | -1.0
O=C(NCc1cccs1)C1CCCN1C(=O)Nc1ccccc1[N+](=O)[O-] (stereo not given) | -19.6 | 2.3 | 1.6 | 0.6 | -11.7 | 2.3 | 0.1 | -4.9 | 0.0
CCc1ccccc1N(CC(=O)NC(C)c1ccccc1)S(C)(=O)=O (stereo not given) | -1.4 | 2.8 | -2.5 | 2.0 | -2.3 | 1.2 | 0.1 | 3.7 | -4.4
CCOC(CNC(=O)c1ccc2c(c1)nc(C)n2-c1cccc(F)c1)OCC | 9.1 | -2.8 | -3.4 | -1.5 | -3.7 | 1.2 | 0.4 | 2.0 | -1.1
N=c1oc2cc(O)ccc2cc1C(=O)Nc1ccccn1 | -3.2 | 8.7 | 2.5 | 29.0* | -7.6 | -4.5 | 0.3 | -2.0 | -6.4
O=C1NC(=O)C(Cc2ccccc2)(c2cccnc2)N1 (stereo not given) | -4.0 | -3.5 | -3.0 | -2.1 | 1.1 | 1.6 | -0.1 | -2.4 | 0.9
CCc1nn(-c2cc(Cl)ccc2OC)c2c1C(=O)CCC2 | -3.1 | 4.1 | -2.2 | -5.3 | -2.6 | -1.2 | -0.1 | 2.2 | -1.5
C=CCn1cccc(C(=O)Nc2ccc(OCC)cc2)c1=O | -3.4 | 14.1 | 6.6 | -4.0 | 9.9 | -0.1 | 0.1 | 2.9 | 4.2
CCOc1ccccc1N(CC(=O)Nc1ccc(S(=O)(=O)N2CCOCC2)cc1)S(=O)(=O)c1ccc(Cl)cc1 | -9.1 | -13.4 | -0.6 | 1.6 | 14.5 | -1.1 | -0.7 | -10.8 | 0.8
C=CCn1c(SCC(=O)N2CCN(CCO)CC2)nc2sc3c(c2c1=O)CCC3 | 1.0 | -15.7 | 2.6 | 0.3 | 1.8 | 1.4 | 0.6 | 1.2 | 1.8
CC(C)C(NC(=O)c1ccccc1NC(=O)c1ccco1)C(=O)NNC(=O)c1ccncc1 (stereo not given) | -8.4 | -16.4 | 0.8 | -2.1 | 18.8 | 7.2 | -0.1 | -4.0 | 2.3
Cc1cccc(OCC(=O)NCC2CCCO2)c1C (stereo not given) | -2.7 | 10.4 | 3.4 | -1.7 | 8.6 | -0.7 | -0.1 | 2.3 | -3.4
OCCOCCN1CCN(C(=S)Nc2ccccc2)CC1 | -7.3 | -7.5 | -9.9 | -4.2 | 20.9 | 1.9 | 1.0 | -5.5 | -8.0
C=C(c1ccccc1)c1ccccc1N | 2.4 | -0.9 | 4.3 | -1.8 | -3.1 | 2.4 | 0.1 | 3.6 | 2.1
COc1ccc([N+](=O)[O-])cc1NC(=O)C(C)N(C)Cc1ccc(Br)cc1 (stereo not given) | 4.3 | -4.9 | -1.5 | -0.8 | 4.7 | 1.2 | -0.5 | 1.1 | -1.8
Cc1cc(=O)[nH]n(CCO)c1=O | -2.0 | -2.8 | -3.9 | 2.6 | 12.0 | 0.5 | -0.1 | 3.2 | -0.5
CCOc1cc(C)c(S(=O)(=O)NCc2ccccn2)cc1C | -2.2 | 12.5 | -4.4 | -0.4 | 7.6 | -1.5 | 0.0 | 5.8 | 3.5
CCOC(=O)NCc1ccc2c(c1)cc(C)n2C | 0.6 | -3.8 | -2.9 | -3.8 | 19.5 | -0.7 | 0.0 | 0.2 | -1.5
O=C(COc1ccccc1)N1CCN(C(=O)COc2ccccc2)CC1 | 0.8 | 17.4 | -0.2 | -0.2 | -1.7 | -0.5 | 0.1 | -7.0 | -20.2
COC(=O)C(C)(C)ONC(=O)Nc1ccccc1Br | -9.1 | -6.0 | -1.4 | -0.1 | 6.0 | 4.5 | 0.2 | -3.3 | -5.0
Cc1cccc(OCC(=O)Nc2ccc(N3CCN(C(=O)c4ccccc4)CC3)cc2)c1 | 9.8 | 15.4 | 6.0 | 1.6 | 55.0* | 1.0 | 0.1 | 7.7 | 0.1
CN(C(=O)CSc1ncc(C(F)(F)F)cc1Cl)c1c(N)n(Cc2ccccc2)c(=O)[nH]c1=O | -3.6 | 16.2 | -0.1 | 1.4 | -2.8 | -1.1 | -0.6 | 2.9 | 2.4
O=C(Nc1ccc(N2C(=O)CCC2=O)cc1Cl)c1cccs1 | -15.0 | 0.0 | -0.2 | -1.2 | 4.3 | -1.1 | 0.4 | 1.7 | -3.9
CC(=O)N(Cc1cccs1)Cc1cc2cc(C)c(C)cc2nc1Cl | -9.0 | 5.2 | -1.4 | 2.0 | -13.4 | -0.8 | 0.1 | 1.5 | 2.5

An excerpt; count on the stated rates, not on these rows.
